PI4K2A block: blocks human PI4K2A kinase activity; purified PI4K2A, ADP-Glo luminescence, 1 h; stronger effect = lower value; activity change, negative = inhibition, % at 76.9 µM; 0.13% of 420,000 active; AID 1346378; in the data active = activity change below about -50%; inconclusive = mostly about -30% to -49%;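 also: -100% = wells without enzyme as full effect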
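In this quantitative HTS, ADP production by PI4K2A was quantified luminescently after 1 h at ambient temperature; 100 microM adenosine served as plate-quality control.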
TrxR1 substrate: substrates of rat thioredoxin reductase 1; O89049; purified TrxR1 substrate turnover, NADPH consumption readout; Potency, µM (top dose mostly 114 µM), for the others: at the highest dose activity change, negative = substrate turnover; 0.01% of 390,000 active; AID 588456; also: potency is read from the fitted curve at half-maximal effect; % is scaled to controls: 0 for no effect and ±100 for the full control effect; nearly all actives have a fitted effect of over 50% in size
Target sequence (O89049 whole entry, looked up): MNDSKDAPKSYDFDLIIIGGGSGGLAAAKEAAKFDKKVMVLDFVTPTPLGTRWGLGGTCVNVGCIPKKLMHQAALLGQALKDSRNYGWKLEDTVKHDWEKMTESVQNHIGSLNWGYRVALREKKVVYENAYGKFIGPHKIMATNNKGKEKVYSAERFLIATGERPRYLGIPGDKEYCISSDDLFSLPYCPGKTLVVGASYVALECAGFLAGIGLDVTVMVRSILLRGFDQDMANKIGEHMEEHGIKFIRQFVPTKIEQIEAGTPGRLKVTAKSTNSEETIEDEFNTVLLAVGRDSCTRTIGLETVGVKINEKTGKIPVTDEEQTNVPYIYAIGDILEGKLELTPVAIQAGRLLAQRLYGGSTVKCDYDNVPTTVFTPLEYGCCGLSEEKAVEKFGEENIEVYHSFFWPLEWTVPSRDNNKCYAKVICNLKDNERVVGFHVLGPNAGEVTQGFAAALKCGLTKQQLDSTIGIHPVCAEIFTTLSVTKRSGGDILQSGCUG
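Rat TrxR1, dispensed at 90 nM, was prereduced with 400 uM NADPH (final) for 5 min at ~22 deg C, then incubated with compound 15 min before 400 uM selenite. A first-read NADPH fluorescence drop versus no-compound background flagged substrates.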
GRP78 ERSR act: induces the endoplasmic reticulum stress response in human glioma cells; U87-MG GRP78 promoter luciferase reporter, 16 h; Potency, µM, for the others: at the highest dose activation, actives largely listed as activators; 0.02% of 420,000 active; AID 602332; also: potency is read from the fitted curve at half-maximal effect; series mostly up to about 76 µM; % of control where 0% means no effect; nearly all actives have a fitted effect of over 35% in size
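Stably transfected U87-MG glioma cells carrying a GRP78-based luciferase sensor; 16 h compound incubation. Luminescence end-point read 10 min after Bright-Glo addition at room temperature.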
LDHA inh: inhibitors of human lactate dehydrogenase A; AID 1347041; purified LDHA, NADH/diaphorase-resazurin fluorescence; stronger effect = lower value; 0.15% of 480,000 active; activity change, % (values are at about 110 or 230 µM); P00338; in the data active = activity change below about -30%; inconclusive = mostly about -25% to -30%;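 also: plate controls were DMSO wells for no effect and wells without enzyme for full effect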
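LDH5 2 nM; NADH 0.06 mM, pyruvate 0.2 mM; 200 mM Tris pH 7.4, EDTA, Tween-20; 5 min RT. Detection: diaphorase 0.133 mg/mL + resazurin 37 µM, fluorescence ex540/em590 at 0 and 20 min; normalized to enzyme-free and DMSO wells.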
Vif-APOBEC3G blk: Vif-A3G binding inhibition; Q9HC16; HeLa A3G-eYFP + Vif (tagged APOBEC3G with the HIV-1 protein that degrades it), YFP fluorescence, overnight; AID 602310; Potency, µM (doses to about 46.1 µM), for the others: at the top dose activity, negative = active, usual class: inhibitors; 0.076% of 410,000 active;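 also: potency is read from the fitted curve at half-maximal effect; % is scaled to controls: 0 for no effect and ±100 for the full control effect; nearly all actives have a fitted effect of over 60% in size; hits raise eYFP signal because A3G escapes Vif-driven loss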
Target sequence (Q9HC16 whole entry, looked up): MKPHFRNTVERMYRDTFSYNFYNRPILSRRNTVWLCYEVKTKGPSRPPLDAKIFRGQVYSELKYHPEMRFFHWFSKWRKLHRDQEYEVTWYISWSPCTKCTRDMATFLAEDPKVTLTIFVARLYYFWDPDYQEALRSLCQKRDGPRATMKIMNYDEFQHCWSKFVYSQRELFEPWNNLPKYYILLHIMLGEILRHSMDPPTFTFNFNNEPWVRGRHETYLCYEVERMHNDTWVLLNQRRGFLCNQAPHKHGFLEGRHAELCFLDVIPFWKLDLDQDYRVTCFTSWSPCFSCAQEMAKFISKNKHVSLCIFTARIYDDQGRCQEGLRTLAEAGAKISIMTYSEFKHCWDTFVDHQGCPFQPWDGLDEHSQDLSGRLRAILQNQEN
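HeLa cells stably expressing Vif and C-terminally eYFP-tagged A3G, seeded overnight at 37 deg C, then exposed to compound by pintool overnight at 37 deg C. Rise in yellow fluorescence (Ex 488/Em 500-530, Acumen) marks blocked Vif-driven A3G degradation.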
Numbers without * were called inactive; ? = inconclusive; / = not tested or not shown; & = joins results of further samples; [ ] = dose if it differs, or a comment. Unless noted, calls follow the shape of the dose curve; as a rule, active = well fitted curve in the direction sought with a large enough effect; inconclusive = small, poorly fitted or top-dose-only effect, or another doubt; inactive = no such curve, though single readings can be large; an effect the other way counts as inactive or inconclusive.

No.	SMILES	PI4K2A block	TrxR1 substrate	GRP78 ERSR act	LDHA inh	Vif-APOBEC3G blk
1	COc1cc(OC)c2c(C)cc(=O)oc2c1C(CCN1CCCCC1)c1ccc(N(C)C)cc1 (configuration not stated)	/	2%	-6%	/	3%
2	CCCC[n+]1c(C)ccc2ccccc21	/	9%	-3%	/	1%
3	COc1ccc(C2C=C3CNS(=O)(=O)C3CC2OC(=O)c2cccc(C)c2)cc1 (configuration not stated)	/	-7%	-8%	/	?
4	CC(C)(C)OC(=O)NS(=O)(=O)NOCc1ccccc1	/	2%	-3%	/	4%
5	CCC1CC=CC2C1C(=O)N(Cc1ccccc1)C2c1cc(C)ccc1F (configuration not stated)	/	-5%	?	/	-15%
6	COC(=O)[C@H](C)[C@H](CC(C)C)NC(=O)[C@H](C)[C@H](CC(C)C)NC(=O)c1ccccn1	/	2%	-2%	/	0%
7	COc1ccc(C2C3C=CCC(c4cccc(-c5ccc(N(C)C)cc5)c4)C3C(=O)N2Cc2ccccc2)cc1Cl (configuration not stated)	/	6%	0%	/	1%
8	CNC(=O)C1(C(F)(F)F)C/C(=C\Cc2ccccc2)CCCO1 (configuration not stated)	/	2%	-1%	/	-4%
9	CCC[C@H]1COCCS(=O)(=O)N1Cc1ccc(F)cc1	/	-3%	-3%	/	1%
10	O=C(O[C@H]1[C@H](Cc2ccccc2)NS(=O)(=O)[C@H]2CC3C=C[C@]12O3)c1ccc(Br)cc1	/	0%	-4%	/	-1%
11	O=S1(=O)C2CC3C=CC2(CN1Cc1ccccc1)O3 (configuration not stated)	/	3%	0%	/	1%
12	COc1cc(OC)c2c(c1C(CCN1CCN(c3ccccc3)CC1)c1ccc(N(C)C)cc1)OC(=O)CC2c1ccc(N(C)C)cc1 (configuration not stated)	/	-8%	-7%	/	1%
13	CC(C)(C)n1ncc2c(=O)n(Cc3ccccc3)cnc21	/	-1%	0%	/	4%
14	CC(C)(C)n1ncc2c(=O)n(Cc3ccccc3Cl)cnc21	/	-2%	5%	/	0%
15	C=C1CCN(C(CC(C)C)C(=O)NCc2ccc(Cl)cc2)S(=O)(=O)c2ccccc21 (configuration not stated)	/	0%	-5%	/	-1%
16	CC(C)(C)[C@H]1CCC(=O)N(CCSc2ccc(Br)cc2)CC1	/	-4%	12%	/	-6%
17	Cc1cc2c(cc1C)N[C@]1(C[C@H]3CCCC(=O)N4CC[C@@H](C1)[C@@H]34)C(=Nc1ccccc1C)N2	/	4%	2%	/	-3%
18	CC(C)(C)OC(=O)N1CC23CC(c4ccc(F)cc4)C(CC2S1(=O)=O)O3 (configuration not stated)	/	-4%	-5%	/	3%
19	COC(=O)[C@@H]1CCCN1S(=O)(=O)Cc1ccccc1	/	3%	-3%	/	0%
20	O=C(Nc1ccccc1)[C@@H]1CC=C[C@@H]2CCN(C3CC3)C(=O)[C@@H]21	/	2%	-1%	/	-1%
21	CCCCCCCCCCCCCCCCCCN(CCCCCCCCCCCCCCCCCC)c1ccccc1	/	7%	-1%	/	-3%
22	CC(=O)Nc1ccc(SCC(Cc2ccccc2)N2CCN(CCc3ccccc3)CCC2=O)cc1 (configuration not stated)	/	-5%	-2%	/	1%
23	CCc1ccc(C=O)cc1	/	-10%	-3%	/	1%
24	COC(=O)C1=C[C@@H](C(=O)OC)[C@@H]2C3=C(C(=O)C2(C)C)[C@H](c2ccccc2)[C@@H]2C(=O)N(c4ccccc4)C(=O)[C@@H]2[C@@H]3C1	/	-1%	-6%	/	2%
25	O=C(Nc1ccc(Cl)cc1Cl)[C@@H]1CC=C[C@@H]2CCN(C3CCCCC3)C(=O)[C@@H]21	/	-9%	-2%	/	-3%

The last two compounds of the section above are carried over, then new ones follow:
No.	SMILES	PI4K2A block	TrxR1 substrate	GRP78 ERSR act	LDHA inh	Vif-APOBEC3G blk
24	COC(=O)C1=C[C@@H](C(=O)OC)[C@@H]2C3=C(C(=O)C2(C)C)[C@H](c2ccccc2)[C@@H]2C(=O)N(c4ccccc4)C(=O)[C@@H]2[C@@H]3C1	/	-1%	-6%	/	2%
25	O=C(Nc1ccc(Cl)cc1Cl)[C@@H]1CC=C[C@@H]2CCN(C3CCCCC3)C(=O)[C@@H]21	/	-9%	-2%	/	-3%
26	O=C(C[n+]1ccncc1)c1cccc([N+](=O)[O-])c1	/	6%	-1%	/	2%
27	O=S(=O)(c1cccc2ccccc12)N1CCN(c2nc(-c3cccs3)nc3ccccc23)CC1	/	3%	/	-7	/
28	NCCCNc1ccc(Br)cn1	/	3%	/	-8	/
29	c1ccc(Cn2nnc3c(N4CCCCC4)ncnc32)cc1	/	-2%	/	2	/
30	Cc1ccc(S(=O)(=O)N2CCN(c3nc(-n4cccn4)nc4ccccc34)CC2)cc1	/	9%	/	24	/
31	Cc1cc(Oc2ccc(Cl)cc2Cl)nc(C#N)n1	/	3%	/	7	/
32	COc1cc2cncnc2cc1OCCCCC(N)=O	/	5%	/	-2	/
33	CS(=O)(=O)N1CCN(c2nc(-c3cccs3)nc3ccccc23)CC1	/	-11%	/	-1	/
34	O=C(c1ccc2c(c1)OCCO2)N1CCN(c2nc(-c3cccs3)nc3ccccc23)CC1	/	7%	/	-7	/
35	CC(C)(C)c1cccc(S(=O)(=O)N2CCN(c3nc(-c4cccs4)nc4ccccc34)CC2)c1	/	-2%	/	-8	/
36	Cc1sc(NCc2ccccc2)nc1-c1ccccc1	/	3%	/	1	/
37	COc1cc2nc(C#N)nc(N)c2cc1OC	/	8%	/	-2	/
38	Cc1ccc(CC(=O)NO)cc1	/	6%	/	6	/
39	COc1cc2nc(N3CCCCC3)nc(NC3CCN(Cc4ccccc4)CC3)c2cc1OC	/	39%[activator]	/	11	/
40	NCCN(Cc1ccc(Cl)c(Cl)c1)c1ccc(Br)cn1	/	-4%	/	-1	/
41	Cc1ccc(S(=O)(=O)N2CCN(c3ccnc(-c4cccs4)n3)CC2)cc1	/	3%	/	-1	/
42	CC(=O)N(c1ccc2ccccc2c1)C1SC(=O)N(c2cccc(C)c2)C1=O (configuration not stated)	/	2%	/	5	/
43	COc1cc2nc(Cl)nc(NC3CC3)c2cc1OC	/	-8%	/	3	/
44	Cc1ccc(CNC(=O)COC(=O)c2ccccc2OCC(=O)Nc2ccc(Br)cc2)cc1	/	8%	/	6	/
45	O=C(COc1ccccc1C(=O)Nc1ccccc1)Nc1cccc(Cl)c1	/	-6%	/	5	/
46	CC(=O)NC(Cc1c(F)c(F)c(F)c(F)c1F)C(=O)NCC(N)C(=O)c1ccccc1 (configuration not stated)	/	-7%	/	2	/
47	Cc1ccc(S(=O)(=O)N2CCN(c3nc(-c4cccs4)cc4ccccc34)CC2)cc1	/	7%	/	11	/
48	COc1ccc(CCc2c[nH]c(=O)c3cncnc23)cc1OC	/	-3%	/	-12	/
49	O=C(Cc1ccc(F)cc1)NO	/	9%	/	3	/
50	c1csc(-c2nc(N3CCN(Cc4ccc5c(c4)OCCO5)CC3)c3ccccc3n2)c1	/	3%	/	0	/
51	COc1ccc(C(=O)N(Cc2ccccc2)Cc2ccc(OC)c(COc3ccc(NC(C)=O)cc3)c2)cc1	/	4%	/	-8	/
52	Cc1ccc2nc(-c3ccc(C)o3)c(Nc3ccc(Cl)cc3)n2c1	/	11%	/	3	/
53	Cc1ccc(-c2nc3cccc(C)n3c2Nc2ccc(F)cc2)o1	/	108%[activator]	/	3	/
54	COc1ccc(CN(CCCN)c2ccc(Br)cn2)cc1	/	6%	/	-7	/
55	COc1cc2nc(NC3CCN(Cc4ccccc4)CC3)nc(N3CCCN(C)CC3)c2cc1OC	/	26%	/	12	/
56	COc1ccc(-c2nc3ccc(NC(C)=O)cc3c(=O)n2Cc2ccccc2)cc1COc1ccc(NC(C)=O)cc1	/	4%	/	23	/
57	COCCCCOc1cc2nc(N3CCCN(C)CC3)nc(NC3CCN(C)CC3)c2cc1OC	/	138%[activator]	/	30	/
58	COc1cc2nc(N3CCN(C)CC3)nc(NC3CC3)c2cc1OC	/	34%[activator]	/	13	/
59	COc1cc2nc(N3CCN(C)CC3)nc(NC3CCN(Cc4ccccc4)CC3)c2cc1OC	/	18%	/	3	/
60	O=C(NNc1ccccc1)c1sc2ccccc2c1Cl	/	-8%	/	4	/
61	O=C1OCCC1Sc1nnc2c(n1)[nH]c1ccccc12 (configuration not stated)	/	-3%	/	-3	/
62	COc1ccc(CCn2c(=S)[nH]c(=O)c3[nH]cnc32)cc1OC	/	4%	/	5	/
63	O=C(NNc1ccccc1F)c1sccc1Cl	/	1%	/	3	/
64	Cc1ccc(S(=O)(=O)N2CCN(c3nc(-c4ncco4)nc4ccccc34)CC2)cc1	/	1%	/	2	/
65	COc1ccc(-c2nc3ccccn3c2Nc2ccccc2C)cc1	/	153%[activator]	/	3	/
66	O=[N+]([O-])c1ccccc1S(=O)(=O)N1CCN(c2nc(-c3ccccc3)nc3ccccc23)CC1	/	-5%	/	-5	/
67	CC(=O)c1cccc(NC(=O)COC(=O)c2ccccc2OCc2cccc(Br)c2)c1	/	10%	/	1&4	/
68	O=S(=O)(c1ccc2ncsc2c1)N1CCN(c2nc(-c3cccs3)nc3ccccc23)CC1	/	13%	/	-9	/
69	COc1cc2nc(N(C)C)nc(NC3CCN(C)CC3)c2cc1OC	/	42%[activator]	/	19	/
70	CCCN1CNc2c(c(=O)[nH]c(=S)n2CCc2ccccc2Cl)C1	/	8%	/	3	/
71	O=C(Cc1cccc2ccccc12)NO	/	5%	/	5	/
72	Cc1ccc2nc(-c3ccc(C)o3)c(NC3CCCC3)n2c1	/	29%	/	-3	/
73	CCCN1CNc2c(c(=O)[nH]c(=S)n2CCC(C)(C)C)C1	/	1%	/	1	/
74	COc1ccc(Cn2c(=O)[nH]c3cc(C(=O)N4CCN(C(=O)c5ccco5)CC4)ccc3c2=O)cc1	/	3%	/	5	/
75	COc1cc2nc(N3CCCN(C)CC3)nc(NC3CCOCC3)c2cc1OC	/	77%[activator]	/	17	/

Some of these compounds in order of the TrxR1 substrate value, descending.
| nr | mol | TrxR1 substrate |
| --- | --- | --- |
| 68 | O=S(=O)(c1ccc2ncsc2c1)N1CCN(c2nc(-c3cccs3)nc3ccccc23)CC1 | 13% |
| 67 | CC(=O)c1cccc(NC(=O)COC(=O)c2ccccc2OCc2cccc(Br)c2)c1 | 10% |
| 70 | CCCN1CNc2c(c(=O)[nH]c(=S)n2CCc2ccccc2Cl)C1 | 8% |
| 71 | O=C(Cc1cccc2ccccc12)NO | 5% |
| 51 | COc1ccc(C(=O)N(Cc2ccccc2)Cc2ccc(OC)c(COc3ccc(NC(C)=O)cc3)c2)cc1 | 4% |
| 73 | CCCN1CNc2c(c(=O)[nH]c(=S)n2CCC(C)(C)C)C1 | 1% |
| 60 | O=C(NNc1ccccc1)c1sc2ccccc2c1Cl | -8% |

Additional records follow.
No.	SMILES	PI4K2A block	TrxR1 substrate	GRP78 ERSR act	LDHA inh	Vif-APOBEC3G blk
76	CCCN1CNc2c(c(=O)[nH]c(=S)n2CCc2cc(OC)cc(OC)c2)C1	/	-2%	/	-4	/
77	O=S(=O)(c1ccc2ncccc2c1)N1CCN(c2nc(-c3cccs3)nc3ccccc23)CC1	/	4%	/	1	/
78	Cc1ccc(S(=O)(=O)N2CCN(c3nc(-c4ccnnc4)nc4ccccc34)CC2)cc1	/	9%	/	1	/
79	O=C(O)CCNC(=O)c1ccc(N=Nc2ccc(O)c(C(=O)O)c2)cc1	-5	/	-6%	/	/
80	CN(C)CCOC1=Cc2ccccc2Sc2ccc(Cl)cc21	-1	/	-4%	/	/
81	O=C(O)c1cc(=O)[nH]c(=O)[nH]1	0	/	-3%	/	/
82	COc1cc(C(=O)N2CCOCC2)cc(OC)c1OC	4	/	-4%&-4%	/	/
83	O=C1CC[C@H](C(=O)N2CCCCC2)N1	2	/	-4%	/	/
84	CC(=O)Nc1ccc(S(=O)(=O)Nc2ccc([N+](=O)[O-])cc2)cc1	4	/	-4%	/	/

Not all compounds are listed (hit frequency here may not be typical).
